Screening data (PubChem)
CatS block – inhibitors of human cathepsin S; P25774; 62,000 tested, 0.06% active; inhibition, %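 (tested at 5 µM per compound within 10-compound mixtures)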; recombinant cathepsin S, AMC dipeptide fluorescence, pooled mixtures; AID 501; in the data active = inhibition above about 32%, passing the limit was not always enough; inconclusive = no clear call, values can overlap the other calls;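 note: 0% = enzyme without compound and 100% = blank without enzyme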
Target sequence (P25774 115-331 limits assumed): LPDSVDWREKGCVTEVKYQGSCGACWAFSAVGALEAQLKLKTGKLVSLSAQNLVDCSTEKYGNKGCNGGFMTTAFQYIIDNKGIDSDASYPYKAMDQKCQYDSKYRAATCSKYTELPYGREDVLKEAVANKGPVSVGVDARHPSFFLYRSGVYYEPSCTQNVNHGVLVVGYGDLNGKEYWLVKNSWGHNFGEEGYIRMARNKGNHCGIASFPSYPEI
CatB mix inh – inhibitors of human cathepsin B in compound mixtures | P07858 | Purified cathepsin B, AMC dipeptide fluorescence | inhibition, %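 (ten-compound pools at 5 µM per compound and 50 µM total)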 | 62,000 tested, 0.06% active | AID 488; in the data active = inhibition above about 22%, passing the limit was not always enough; inconclusive = no clear call, values can overlap the other calls;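 note: 0% = enzyme without compound and 100% = no enzyme blank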
AP complement – orthogonal test for alternative complement pathway inhibitors | inhibition, % at 5 µM | Human serum alternative complement pathway, LPS-coated ELISA, C3 deposition; tested in compound mixtures | 62,000 tested, 0.08% active;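 active = inhibition above 30% in each of the two pooled mixtures holding the compound, so the lower value exceeds 30%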;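 note: 0% = serum in Mg-EGTA without compound and 100% = EDTA serum blank; some compounds past the cut are filed as inactive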
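Test system: human serum complement alternative pathway, C3 deposition onto LPS / Medium: Mg2+-EGTA GVB++ buffer containing human serum at 1:15 dilution / Probe or stimulus: Plate-bound LPS / Times: 1 h at 37 °C / Signal: ELISA with HRP anti-human C3 antibody, TMB substrate, absorbance 450 nm / Measure: percent inhibition / Repeats: two pool placements per compound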
CatL block – inhibitors of human cathepsin L; P07711; purified cathepsin L, fluorogenic substrate, fluorescence; inhibition, %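 (tested at 10 µM)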; 58,000 tested, 0.17% active; in the data active = inhibition above about 45%;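 note: 0% = enzyme with no compound and 100% = no enzyme blank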
FXIIa mix inh – factor XIIa (human) inhibition, mixture screen. P00748. purified FXIIa, fluorogenic substrate, pooled mixtures. inhibition, % at 5 µM. 62,000 tested, 0.2% active. AID 684;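 note: 0% = enzyme without compound and 100% = no enzyme blank; some results filed as inactive read as strong as hits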
Target sequence (P00748 20-372 limits assumed): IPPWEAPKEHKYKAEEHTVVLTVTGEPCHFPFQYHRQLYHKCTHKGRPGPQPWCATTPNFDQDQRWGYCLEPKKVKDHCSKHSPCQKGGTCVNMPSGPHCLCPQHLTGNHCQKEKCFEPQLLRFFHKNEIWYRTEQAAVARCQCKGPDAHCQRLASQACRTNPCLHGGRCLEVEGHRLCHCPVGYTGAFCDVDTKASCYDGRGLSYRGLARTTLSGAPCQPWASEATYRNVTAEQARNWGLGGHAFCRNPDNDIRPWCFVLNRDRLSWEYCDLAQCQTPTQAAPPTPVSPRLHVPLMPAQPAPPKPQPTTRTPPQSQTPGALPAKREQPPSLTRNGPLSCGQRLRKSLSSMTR
Target sequence (P00748 373-615 limits assumed): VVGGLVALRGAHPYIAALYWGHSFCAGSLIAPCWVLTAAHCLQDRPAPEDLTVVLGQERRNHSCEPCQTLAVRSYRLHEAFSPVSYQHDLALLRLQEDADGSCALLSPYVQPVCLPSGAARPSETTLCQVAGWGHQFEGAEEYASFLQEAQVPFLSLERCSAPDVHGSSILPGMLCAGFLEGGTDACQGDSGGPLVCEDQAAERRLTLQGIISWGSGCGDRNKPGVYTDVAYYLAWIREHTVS
FXIa inh mix – blocks human factor XIa in pooled compound mixtures. inhibition, % at 5 µM. 62,000 tested, 0.19% active. P03951. purified FXIa, fluorogenic substrate. AID 680;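 note: each value is inhibition by a whole ten-compound pool holding the compound; 0% = enzyme with no mixture and 100% = wells lacking enzyme; strong numbers were not always called active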
C1s inh – human complement C1s inhibition | 62,000 tested, 0.16% active | purified C1s, fluorogenic AMC substrate, pooled mixtures | P09871 | mean inhibition % of two 10-compound mixtures (stronger effect = higher value), % at 5 µM (by protocol);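 active = inhibition above 20% in each of the two 10-compound mixture wells holding the compound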;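 note: 0% = enzyme wells lacking compound mixture and 100% = no-enzyme blank wells; some compounds called inactive have numbers as strong as hits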
Cathepsin G inh – inhibitors of human cathepsin G | P08311 | purified enzyme, AMC-tetrapeptide fluorescence, pooled mixtures | inhibition, % at 5 µM (by protocol) | 62,000 tested, 0.2% active | AID 581;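 active = inhibition above 20% in each of the two mixture wells holding the compound; inactive = inhibition of 20% or less in either well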;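 note: 0% = enzyme control without mixture and 100% = blank lacking enzyme; strong numbers were not always called active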
CatB inh – blocks human cathepsin B protease activity; P07858; purified cathepsin B, fluorogenic substrate, fluorescence; inhibition, %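 (tested at 10 µM)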; 63,000 tested, 0.1% active; AID 453; in the data active = inhibition above about 21%;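 note: 0% = enzyme with no compound and 100% = no enzyme blank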
* marks the source's active call; other numbers are inactive results; ? = inconclusive; / = not tested or not shown. Cut-off read from the data, not from the text of the source, unless noted: active = inhibition above about 20% (passing the limit was not always enough); inactive = the rest. Only part of the results is shown (hit frequency here may not be typical).

FXIIa mix inh,CatB mix inh,Cathepsin G inh,CatS block,CatB inh,Compound,AP complement,FXIa inh mix,CatL block,C1s inh
4,0,0,5,-1,Cc1nn(C(C)C(=O)O)c2ccccc12 (centres undefined),3,7,11,2
6,1,8,-3,-2,CN(c1cccc(NC(=O)c2ccccc2N(C)S(C)(=O)=O)c1)S(C)(=O)=O,0,5,12,11
0,-1,1,2,-2,CCCc1[nH][nH]c(=O)c1C(c1cccc(Cl)c1)C(C#N)C#N (centres undefined),5,-2,15,1
-20,1,-2,7,3,Cc1csc(NC(=O)c2cnc3ccccn3c2=O)n1,8,23,-1,-2
1,2,9,-4,3,CSc1nc2c(c(=O)[nH]1)C(c1cccs1)C1=C(CCCC1=O)N2 (centres undefined),5,9,2,10
-2,-5,11,-2,-4,Cc1cc(C)n2nc(SCC(=O)c3ccc[nH]3)nc2n1,-2,-1,1,0
4,-3,2,13,-4,NS(=O)(=O)c1cccc2cccnc12,-13,18,11,1
2,3,11,10,1,CCN1CCCC1Cn1cnc2c([nH]c3cccc(Cl)c32)c1=O (centres undefined),3,-1,15,2

Additional results follow:
FXIIa mix inh,CatB mix inh,Cathepsin G inh,CatS block,CatB inh,Compound,AP complement,FXIa inh mix,CatL block,C1s inh
9,-2,-8,37,5,COc1cc(OC)c(C#N)c(S(=O)Cc2ccccc2)c1 (centres undefined),-2,3,13,-9
-20,-6,13,-7,-2,c1ccc(-n2nnc3ccccc32)nc1,9,-1,15,4
-7,1,-3,27,-1,Nc1nnnn1/N=C/c1ccccn1,-15,14,-14,-12
-15,-12,-15,-15,2,CCN(CC)c1ccc(CN(C(=O)c2cc(OC)c(OC)c(OC)c2)C2CCS(=O)(=O)C2)cc1 (centres undefined),0,-20,0,-74
3,5,11,-5,2,COc1ccc(C(=O)NCc2nnc(SCC(=O)N3CCCCC3)o2)cc1OC,11,6,-2,17
1,4,10,2,1,O=C(O)CCN1C(=O)c2ccc(NC(=O)c3cccs3)cc2C1=O,7,7,-9,6
1,2,13,0,4,CCOC(=O)c1c(C)[nH]c(C(=O)C(C)OC(=O)c2cccc(OCc3c(C)noc3C)c2)c1C (centres undefined),10,-2,24,-11
11,1,9,17,2,Cc1nc2cc(-c3cccc(F)c3)nn2c(C)c1CCC(=O)N1CCN(c2ccccn2)CC1,11,-4,8,-12

Other results.
FXIIa mix inh,CatB mix inh,Cathepsin G inh,CatS block,CatB inh,Compound,AP complement,FXIa inh mix,CatL block,C1s inh
4,-4,-6,-3,-2,O=C(Nc1ccc2c(c1)OCO2)C1COc2ccccc2O1 (centres undefined),-6,9,/,-13
17,2,16,5,1,CCOC(=O)c1sc(NC(C)=O)cc1C,23,10,/,18
-13,4,2,3,4,c1ccc2c(c1)nc(Nc1ccc3c(c1)OCO3)c1nnnn12,1,14,2,2
3,4,9,-2,1,Cc1ccc(C)n1-c1ccc(C(=O)N2CCOCC2)cc1,19,7,7,23
5,4,0,-8,-6,CN(C)c1ccc(CNC23CN4CN(CN(C4)C2)C3)cc1,22,8,-10,-7
-2,-4,7,1,1,COC(=O)c1cc(Br)c(=O)n(-c2ccccn2)c1,7,-4,/,1
-3,1,8,-25,3,CCn1c(=O)c2c(cnn2C)c2ccccc21,18,-4,4,-43
9,0,6,-2,-3,O=C(CC(Nc1ccc(F)cc1)C(=O)O)c1ccccc1 (centres undefined),-2,3,5,-5

Overlap with the part before: 6 entries, then new ones.
FXIIa mix inh,CatB mix inh,Cathepsin G inh,CatS block,CatB inh,Compound,AP complement,FXIa inh mix,CatL block,C1s inh
-13,4,2,3,4,c1ccc2c(c1)nc(Nc1ccc3c(c1)OCO3)c1nnnn12,1,14,2,2
3,4,9,-2,1,Cc1ccc(C)n1-c1ccc(C(=O)N2CCOCC2)cc1,19,7,7,23
5,4,0,-8,-6,CN(C)c1ccc(CNC23CN4CN(CN(C4)C2)C3)cc1,22,8,-10,-7
-2,-4,7,1,1,COC(=O)c1cc(Br)c(=O)n(-c2ccccn2)c1,7,-4,/,1
-3,1,8,-25,3,CCn1c(=O)c2c(cnn2C)c2ccccc21,18,-4,4,-43
9,0,6,-2,-3,O=C(CC(Nc1ccc(F)cc1)C(=O)O)c1ccccc1 (centres undefined),-2,3,5,-5
2,-7,7,9,2,O=C(CN1C(=O)c2ccccc2C1=O)Nc1ccccc1C(=O)N1CCCC1,4,4,2,-3
6,-1,4,9,4,Cc1ccc(N2CCN(C(=S)c3ccc(N(C)C)cc3)CC2)cc1,-5,-3,2,-6
5,2,-4,-6,2,COc1ccc(S(=O)(=O)Nc2ccccn2)c(C)c1C,6,4,-5,2
-3,5,12,14,1,O=C(CN1CCC(NC(=O)c2ccc(F)cc2)CC1)NCc1ccccc1F,26,6,7,12
5,3,10,10,1,CSCC[C@H](NC(=O)NCCC1=CCCCC1)C(=O)O,3,5,-5,15
6,-11,10,-3,1,CC1CCN(C(=O)CSc2nnc(-c3cccnc3)n2C2CCCCC2)CC1,10,3,7,1
29,0,7,-5,2,CN(C)CC(C)(C)CNC(=O)C1CCN(Cc2ccccc2O)CC1,18,0,5,5
5,2,23,-4,2,O=C(Nc1cccc(C(F)(F)F)c1)c1cc(-c2cccs2)on1,19,1,-3,0

Looked up above.
Under FXIa inh mix, `CN(C)CC(C)(C)CNC(=O)C1CCN(Cc2ccccc2O)CC1` shows 0
Under FXIa inh mix, `CC1CCN(C(=O)CSc2nnc(-c3cccnc3)n2C2CCCCC2)CC1` shows 3
Under FXIIa mix inh, `O=C(Nc1cccc(C(F)(F)F)c1)c1cc(-c2cccs2)on1` shows 5

More structures:
FXIIa mix inh,CatB mix inh,Cathepsin G inh,CatS block,CatB inh,Compound,AP complement,FXIa inh mix,CatL block,C1s inh
2,8,9,-3,0,CS(=O)(=O)NCCCc1ccccc1,17,6,1,8
6,5,7,3,-1,CS(=O)(=O)NC1CCN(Cc2ccccc2)CC1,19,6,26,8
6,-2,6,-6,2,COC(=O)C1=C(C)N(C2CCCC2)C(=O)C1(NC(C)=O)C(F)(F)F (centres undefined),5,4,-1,0
0,6,8,-1,5,CCOC(=O)C1CCN(Cc2cnc(NC(=O)OC)s2)CC1,21,5,-4,3
0,23,-6,0,5,O=c1c2[nH]c3ccc(Cl)cc3c2ncn1Cc1ccccn1,4,-4,-1,-15
-24,1,-2,16,7,O=C(Nc1ccccn1)C12CC3CC(C1)CC(C(=O)Nc1ccccn1)(C3)C2,-5,-2,2,-10
15,0,11,11,3,O=C(C1Cc2ccccc2CN1S(=O)(=O)c1cccs1)N1CCCCC1 (centres undefined),-1,5,22,13
2,-5,7,8,1,Cc1ccc2oc(=O)c3cnn(CC(=O)NCCC(C)C)c3c2c1,-5,2,8,6

(list continues)
FXIIa mix inh,CatB mix inh,Cathepsin G inh,CatS block,CatB inh,Compound,AP complement,FXIa inh mix,CatL block,C1s inh
-8,4,11,-2,-2,COc1ccc(-c2cc(C(F)F)n3ncc(C(=O)N4CCSCC4)c3n2)cc1,-2,3,-14,7
1,1,-4,-1,-1,CC(C(=O)NC1=NCCS1)(C(F)(F)F)C(F)(F)F,6,1,-1,-2
-1,-6,4,-9,1,O=C(Nc1cccc2ncccc12)c1ccc2c(c1)OCCO2,7,5,-1,-13
2,2,10,3,1,CCc1c(O)nc(SCC(=O)N2CCCCC2)n(-c2ccccc2C)c1=O,31,3,8,-1
2,-5,8,-5,-2,COc1ccc(N2CCN(Cc3cc(=O)oc4cc5c(cc34)CCCC5)CC2)cc1,17,-2,/,0
-41,-4,13,7,3,COc1ccc(CCNS(=O)(=O)c2ccc(S(=O)(=O)N3CCCC3)cc2)cc1OC,-7,4,10,16
3,-8,3,-5,-1,COc1ccccc1N1CCN(C(=O)COc2ccc(Cl)cc2)CC1,19,-2,-12,-22
7,-2,-2,-11,-1,CC(=O)N1CCC2(CC1)C(C#N)=C(N)Oc1n[nH]c(C)c12,24,4,-6,-1

Further results follow.
FXIIa mix inh,CatB mix inh,Cathepsin G inh,CatS block,CatB inh,Compound,AP complement,FXIa inh mix,CatL block,C1s inh
1,-3,7,7,0,CCOC(=O)c1c(C)oc2ccc(OCC(=O)C(C)(C)C)cc12,1,1,-4,2
-9,-5,9,-2,3,Cc1cnc(C(=O)Nc2ccccc2-c2nnn(CC(=O)NC3CCCC3)n2)cn1,9,-1,-3,-7
0,6,-1,-7,5,COCCNC(=O)CN(C)S(=O)(=O)c1ccc2c(c1)OCCO2,18,1,-4,-9
0,-3,6,-4,1,Cn1c(=N)n(CC(=O)C(C)(C)C)c2ccccc21,0,3,2,3
2,-1,4,17,4,CC(=O)SCCC(=O)Nc1ccccc1,11,5,0,-7
-14,-9,5,-15,2,CCSc1nnc(NC(=O)c2csc(C)c2)s1,4,-9,-4,-23
-14,3,-9,?,4,CN(CC(=O)NCCC1=CCCCC1)S(=O)(=O)c1ccc2c(c1)CCC(=O)N2,-4,-8,21,-30
9,0,11,-2,7,CC1(C2(O)CC(c3ccccc3)ON2)CCCCC1 (centres undefined),3,14,-4,10
-18,-4,-2,-6,-1,O=C(CSc1nnc(-c2ccc(Cl)s2)o1)N1CCOCC1,13,4,-9,-4
